GALK inhibitor – galactokinase (human) inhibition. P51570. Potency, µM (titrated, usually from 57.5 µM), for the others: top-dose activity change, negative = inhibition, actives largely listed as inhibitors. 0.007% of 270,000 active. Purified GALK, Kinase-Glo residual ATP luminescence; also: potency is read from the fitted curve at half-maximal effect; % is scaled to controls: 0 for no effect and ±100 for the full control effect
Target sequence (P51570 whole entry, looked up): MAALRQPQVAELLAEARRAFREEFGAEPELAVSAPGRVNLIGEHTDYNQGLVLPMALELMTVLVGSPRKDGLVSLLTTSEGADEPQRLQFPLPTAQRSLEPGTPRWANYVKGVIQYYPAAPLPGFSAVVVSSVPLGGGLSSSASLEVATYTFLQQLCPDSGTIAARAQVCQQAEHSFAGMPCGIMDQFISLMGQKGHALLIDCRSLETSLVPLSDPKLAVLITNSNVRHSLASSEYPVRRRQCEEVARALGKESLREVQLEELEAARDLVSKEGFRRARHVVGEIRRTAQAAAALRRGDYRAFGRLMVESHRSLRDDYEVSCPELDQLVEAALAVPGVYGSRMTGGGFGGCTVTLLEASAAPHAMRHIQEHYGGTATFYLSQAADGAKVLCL
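Galactose (100 uM) and ATP (35 uM) were turned over by 5 nM GALK for 1 h at RT. Kinase-Glo Plus then converted the remaining ATP into a luminescent signal.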
ASM inhibitor – inhibitors of human secretory acid sphingomyelinase; placental ASM, HMU-PC fluorogenic substrate, 60 min; 0.006% of 340,000 active; P17405; Potency, µM (highest dose often 57.5 µM), inactives show at the top dose activity change, negative = inhibition, usual class: inhibitors; AID 504937; also: potency is read from the fitted curve at half-maximal effect
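Fluorogenic HMU-PC substrate (9 uM final) is turned over by placental ASM in 60 min at 37 C after a 10 min compound preincubation. Reaction ended by alkaline stop (pH 10), with fluorescence read at 386/447 nm.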
Tb PFK block – blocks T. brucei phosphofructokinase; 0.17% of 330,000 active; AID 485367; T. brucei PFK, ADP-Glo luminescence; Potency, µM (top dose mostly 57.5 µM), inactives show at the highest dose activity, negative = inhibition, actives largely listed as inhibitors; O15648;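 also: potency is read from the fitted curve at half-maximal effect; 0% = uninhibited 1x PFK enzyme wells and -100% = no-enzyme wells; nearly all actives have a fitted effect of over 60% in size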
Target sequence (O15648 whole entry, looked up): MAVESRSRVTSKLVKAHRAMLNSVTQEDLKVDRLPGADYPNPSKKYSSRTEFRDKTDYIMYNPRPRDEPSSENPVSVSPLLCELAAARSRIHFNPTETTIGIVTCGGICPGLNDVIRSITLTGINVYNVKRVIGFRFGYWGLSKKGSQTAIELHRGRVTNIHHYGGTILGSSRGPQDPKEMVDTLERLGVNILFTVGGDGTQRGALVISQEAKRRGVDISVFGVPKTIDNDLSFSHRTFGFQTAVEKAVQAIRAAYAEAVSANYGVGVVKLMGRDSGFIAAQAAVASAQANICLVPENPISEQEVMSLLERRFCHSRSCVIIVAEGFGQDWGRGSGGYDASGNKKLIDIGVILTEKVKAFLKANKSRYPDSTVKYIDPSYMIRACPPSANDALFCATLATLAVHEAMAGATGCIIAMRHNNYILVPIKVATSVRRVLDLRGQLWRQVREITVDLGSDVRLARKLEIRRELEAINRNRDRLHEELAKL
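PFK 1.25 nM, F6P 0.5 mM, ATP 0.1 mM, 0.1 M TEA pH 8.0, 5 mM MgCl2, 0.01% Tween20, 0.1% BSA; 45 min RT. ADP-Glo readout. qHTS titration up to 57 uM; curves fitted, compounds curve-classed.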
PKM2 act – activators of human pyruvate kinase M2. P14618. purified PKM2, Kinase-Glo ATP luminescence, activation; response scale: 0% is enzyme alone, no compound. Potency, µM (titrated, usually from 57.5 µM), for inactives: top-dose activation, usual class: activators. 0.34% of 260,000 active. AID 1631; also: potency is read from the fitted curve at half-maximal effect; % is scaled to controls: 0 for no effect and ±100 for the full control effect; nearly all actives have a fitted effect of over 55% in size
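Purified hPK-M2 (>95%) run at intermediate activity with 0.1 mM ADP and 0.5 mM PEP in 50 mM imidazole pH 7.2, KCl, MgCl2; 1 h room temperature. ATP formed read by Kinase-Glo luminescence; normalized to uninhibited and no-enzyme controls.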
Chronic BCR inh – blocks chronic active B-cell receptor signaling. ABC-DLBCL IkBa-CBG/CBR reporter, luminescence ratio, 4 h. Potency, µM (highest dose often 46.1 µM), for inactives: at the top dose ratio change, negative = lower green/red ratio, usual class: inhibitors. 0.05% of 340,000 active; active = well fitted inhibition curve with a large enough effect in the signal ratio, with a control signal flat, not every such curve was filed as active; inconclusive = small, poorly fitted or top-dose-only effect, or effect the other way, or a change in a side signal; the % refers to the signal ratio;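 also: potency is read from the fitted curve at half-maximal effect; plate controls were basal doxycycline-induced cells for no effect and cells given 10 µM MG132 for full effect; MG132 reads +100%, hits lower the ratio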
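TMD8 ABC-DLBCL cells carrying doxycycline-inducible green luciferase fused to IkappaBalpha plus unfused red luciferase were exposed to compounds (up to 46 uM) for 4 hrs at 37C. Activity came from the overlap-corrected green/red luminescence ratio.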
TSG101-PTAP inh – blocks PTAP/TSG101 interaction to inhibit HIV-1 budding. Fluorescence polarization, FITC-PTAP peptide / Tsg101 binding. 340,000 tested, under 10 active. AID 493005. Q99816. Potency, µM (highest dose often 115 µM), without a hit: at the top dose activity change, negative = inhibition, most hits filed as inhibitors; active = well fitted inhibition curve with a large enough effect in the main read-out, with a control signal flat, not every such curve was filed as active; inconclusive = small, poorly fitted or top-dose-only effect, or effect the other way, or a change in a side signal; inactive = no such curve, though single readings can be large or run the other way; also: potency is read from the fitted curve at half-maximal effect; % of control where 0% means no effect
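Fluorescence polarization binding of Tsg101 binding domain (10 uM final) to FITC-labeled PTAP peptide (50 nM final) in HEPES pH 7.5 buffer with NaCl, Tween 20, EDTA, TCEP. Compounds added before peptide; binding 20 min at RT.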
Giardia killer – kills Giardia lamblia; Giardia lamblia trophozoite viability; activity change, % at 7.66 µM, hits read low; 0.15% of 340,000 active; in the data active = activity change below about -80%; inconclusive = between about -30% and that limit;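 also: parasites exposed to compound for two days anaerobically before the ATP read; % is scaled to controls: 0 for no effect and ±100 for the full control effect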
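ATP-content bioluminescence gauges trophozoite survival. Cells (100/well) receive compound and incubate anaerobically for 48 hrs at 37 deg C; detection reagent follows for 15-30 min at room temperature.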
Coupling enz – inhibits coupling enzyme system, counter-screen for aldolase hits; coupling enzyme system counterscreen, AmpLite Red fluorescence; activity change, negative = inhibition, % at 58.2 µM, hits read low; 0.67% of 290,000 active; in the data active = activity change below about -30%; also: % is scaled to controls: 0 for no effect and ±100 for the full control effect
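Counterscreen of the coupled detection system alone, without aldolase: glyceraldehyde-3-phosphate coupling enzymes plus AmpLite Red readout. Compounds at 57.5 uM final, 10 min RT preincubation, 20 min RT reaction, fluorescence 525/598 nm.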
Menin-MLL TR inh – inhibitors of human menin-MLL interaction, mutant MLL peptide | O00255 | 0.23% of 270,000 active | Potency, µM (series often up to 61.6 µM), for the others: top-dose FP activity change, negative = inhibition, most hits filed as inhibitors | Menin + Texas Red MLL mutant peptide, fluorescence polarization; active = well fitted inhibition curve with a large enough effect in the polarisation, with a control signal flat, not every such curve was filed as active; inconclusive = small, poorly fitted or top-dose-only effect, or effect the other way, or a change in a side signal; inactive = no such curve, though single readings can be large or run the other way; the % refers to the polarisation; also: potency is read from the fitted curve at half-maximal effect; % of control where 0% means no effect; many of its hits are not listed in these tables
Integrin act MD – activates integrin-mediated alleviation for muscular dystrophy; alpha7betagal myoblasts, beta-gal FDG fluorescence, 48 h; 0.064% of 350,000 active; Potency, µM (highest dose often 38.3 µM), without a hit: top-dose activation, usual class: activators;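 also: potency is read from the fitted curve at half-maximal effect; 100% = response of the positive control SU9516; nearly all actives have a fitted effect of over 60% in size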
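alpha7betagal+/- myoblasts (passage 13, 250/well) treated 48 h at 37C with compounds at 1:260 dilution of DMSO stock. Lysed, then beta-galactosidase activity read as FDG fluorescence (ex 480/em 540) after 30 min, with pre-read for autofluorescence.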
B2AR arrestin – beta2AR (human) beta-arrestin recruitment activity; AID 492947; 0.02% of 330,000 active; P07550; beta-arrestin recruitment to beta2AR, cell-based reporter; Potency, µM (top dose mostly 46.1 µM), for the others: at the highest dose activation, actives largely listed as activators;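 also: potency is read from the fitted curve at half-maximal effect; 0% = DMSO controls and full agonism = EC100 isoproterenol or metaproterenol; nearly all actives have a fitted effect of over 65% in size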
The depositor's hits bear a star; i = inactive; u = inconclusive; x = not tested or not shown; & = joins results of further samples; [ ] = dose if it differs, or a comment. Unless noted, calls follow the shape of the dose curve; as a rule, active = well fitted curve in the direction sought with a large enough effect; inconclusive = small, poorly fitted or top-dose-only effect, or another doubt; inactive = no such curve, though single readings can be large; an effect the other way counts as inactive or inconclusive. Only part of the results is shown. The share of hits here may be higher or lower than overall.

SMILES	GALK inhibitor	ASM inhibitor	Tb PFK block	PKM2 act	Chronic BCR inh	TSG101-PTAP inh	Giardia killer	Coupling enz	Menin-MLL TR inh	Integrin act MD	B2AR arrestin
Cc1ccc(C)c(NC(=O)CCC(=O)NNC(=O)COc2cc(C)ccc2C)c1	-3%	1%	0%	-6%	6%	0%	-5	x	x	-9%	-0.8%
COc1ccc(C(=O)N(C)C2CCCN(Cc3ccccc3F)C2)cc1OC (stereo not drawn)	3%	1%	-2%	3%	0%	-5%	7	2	-15%	0%	0.1%
O=C(CNC(=O)c1ccc(Cl)c([N+](=O)[O-])c1)OC1CCCCC1=O (stereo not drawn)	x	3%	-8%	x	u	-11%	2	x	x	-21%	0.1%
COc1ccc(Nc2ccc(C(=O)O)cc2[N+](=O)[O-])cc1	1%	1%	6%	7%	u	2%	-16	4	-2%	2%	0.1%
CC(NC(=O)C1CCN(S(=O)(=O)c2ccccc2)CC1)c1ccccc1 (stereo not drawn)	3%	2%	-1%	-2%	-1%&16%	-1%	19	0	-1%	-11%	-0.2%
COc1ccc(CCN2C(=O)c3ccncc3C2=O)cc1OC	-1%	-8%	-2%	6%	5%	-4%	-10	5	-27%	16%	0.3%
O=C(O)CS(=O)(=O)c1ccc(C(F)(F)F)cn1	5%	1%	-2%	-1%	-2%	-1%	-17	1	-1%	1%	-0.3%
Cc1cc(C)c(C#N)c(SCc2ccc(C#N)cc2)n1	0%	-3%	15%	-1%	0%	-5%	-19	1	-3%	22%	0.0%
CC1(C)Cc2c(C#N)c(NCCc3ccccc3)nc(-c3ccco3)c2CO1	0%	i	-2%	6%	6%	2%	1	-2	13%	-17%	-0.1%
COC(=O)c1cc(C(=O)c2cc(Cl)ccc2O)coc1=N	0%	29%	8%	1%	u	-2%	-9	3	16%	24%	-0.2%

Entries from the list above that have a carbonyl joined to an NH by a bond outside any ring:
SMILES	GALK inhibitor	ASM inhibitor	Tb PFK block	PKM2 act	Chronic BCR inh	TSG101-PTAP inh	Giardia killer	Coupling enz	Menin-MLL TR inh	Integrin act MD	B2AR arrestin
Cc1ccc(C)c(NC(=O)CCC(=O)NNC(=O)COc2cc(C)ccc2C)c1	-3%	1%	0%	-6%	6%	0%	-5	x	x	-9%	-0.8%
O=C(CNC(=O)c1ccc(Cl)c([N+](=O)[O-])c1)OC1CCCCC1=O (stereo not drawn)	x	3%	-8%	x	u	-11%	2	x	x	-21%	0.1%
CC(NC(=O)C1CCN(S(=O)(=O)c2ccccc2)CC1)c1ccccc1 (stereo not drawn)	3%	2%	-1%	-2%	-1%&16%	-1%	19	0	-1%	-11%	-0.2%

Back to the main list with the two entries that preceded the break.
SMILES	GALK inhibitor	ASM inhibitor	Tb PFK block	PKM2 act	Chronic BCR inh	TSG101-PTAP inh	Giardia killer	Coupling enz	Menin-MLL TR inh	Integrin act MD	B2AR arrestin
CC1(C)Cc2c(C#N)c(NCCc3ccccc3)nc(-c3ccco3)c2CO1	0%	i	-2%	6%	6%	2%	1	-2	13%	-17%	-0.1%
COC(=O)c1cc(C(=O)c2cc(Cl)ccc2O)coc1=N	0%	29%	8%	1%	u	-2%	-9	3	16%	24%	-0.2%
CCOC(=O)O[C@]1(C(=O)COC(=O)CC)CC[C@H]2[C@@H]3CCC4=CC(=O)C=C[C@]4(C)[C@H]3[C@@H](O)C[C@@]21C	x	26%	-5%	x	u	0%	6	x	x	x	0.5%
NCCCC[C@H]1NC(=O)[C@H](CCC(=O)O)NC(=O)c2cc([N+](=O)[O-])cc(I)c2OCC[C@@H](C(N)=O)NC1=O	x	-10%	5%	0%	3%	x	21	-3	3%	-6%	-0.7%
O=c1cc(-c2ccncc2)oc2c1ccc1ccccc12	-5%	10%	1%	-4%	u	-9%	-7	-1	8%	-3%	0.3%
CC(C)c1ccc(NC(=O)C(c2ccc3c(c2)OCO3)N2CCN(C(=O)c3ccco3)CC2)cc1 (stereo not drawn)	0%	-2%	-1%	-10%	3%	-5%	12	0	15%	u	-0.3%
COc1ccc(N2Nc3n[nH]c(N)c3N2)cc1	1%	-4%	0%	-7%	u	-2%	-4	-3	u	21%	0.2%
CCCS(=O)(=O)N1CCN(C(=O)CCC2CCCC2)CC1	0%	0%	-14%	4%	u	-2%	-4	4	-14%	-7%	0.2%
Cc1cnc(C(=O)OCc2cc(=O)n3c(C)cccc3n2)cn1	x	1%	0%	x	8%	1%	-4	x	x	-7%	-0.7%
Cn1c(Sc2ccc(Cl)cc2)c(C=O)c2ccccc21	0%	-3%	-3%	-3%	-6%	1%	-14	0	1%	2%	-0.4%
Cc1cc(C)c2c(=O)[nH]n(C(C)C)c2n1	-4%	-3%	3%	2%	0%	0%	-5	-10	-4%	-22%	-0.3%
COC(=O)C1CCN(C(=O)c2cc3c(=O)n4cccc(C)c4nc3n2Cc2ccccc2)CC1	2%	i	-5%	-3%	13%	-5%	3	-1	x	-30%	0.0%
CC(C(=O)NCc1ccccc1)N(Cc1ccccc1Cl)C(=O)c1snc(C(N)=O)c1N (stereo not drawn)	-1%	185%[activator]	2%	4%	u	-2%	24	0	12%	39%	-0.5%
Cc1ccc(NC(=O)C2C3C=CC4(O3)C2C(=O)N(CCCN2CCCC2)C4C(=O)NC2CCCCC2)cc1Cl (stereo not drawn)	0%	-2%	3%	1%	4%	1%	19	-1	-9%	-68%[inhibitor]	-0.4%
CN(C)N(C(=O)c1cc(-c2cccs2)nn1-c1ccccc1)C1CCS(=O)(=O)C1 (stereo not drawn)	x	3%	11%	x	-4%	-3%	27	x	x	-6%	-0.9%
CCc1cccc(C)c1NC(=S)N(CCCN1CCN(C)CC1)Cc1cccs1	0%	2%	7%	-5%	u	0%	17	3	16%	3%	-0.3%
CC[C@H](C)[C@@H]1NC(=O)c2cc([N+](=O)[O-])cc(I)c2NCC[C@@H](C(N)=O)NC(=O)[C@H](CCCN=C(N)N)NC1=O	x	-4%	7%	2%	1%	0%	0	1	-22%	-12%	-1.0%
CCOc1ccc(NCc2cccn2-c2nnc(N3CCC(C(=O)NCCCN4CCCCC4)CC3)s2)cc1	-6%	-3%	0%	x	-6%	2%	10	x	x	-76%[inhibitor]	0.1%
Cc1ccc(Cn2c(CN3CC(C)OC(C)C3)nc3c2c(=O)n(C)c(=O)n3C)cc1 (stereo not drawn)	1%	-2%	-2%	-2%	-17%	-9%	-14	3	2%	2%	-0.1%
CC1CCCCC1NC(=O)CCS(=O)(=O)c1cccc2nonc12 (stereo not drawn)	0%	-1%	1%	-3%	7%	-3%	5	-3	-5%	-1%	0.4%
C1CCN(c2nc3nonc3nc2N2CCCC2)C1	-2%	0%	-2%	-8%	-3%	-8%	-2	x	-27%	-7%	-0.1%
COc1ccc(OC)c(S(=O)(=O)N2CCC(C(=O)NCc3ccccc3)CC2)c1	2%	-1%	u	-2%	3%	0%	-6	5	4%	12%	0.4%
COc1ccc(-c2cn(Cc3cccc(OC)c3)nn2)cc1	x	-2%	-2%	3%	-11%	-4%	5	1	3%	-13%	-0.9%
CN(C(=O)c1cccc(Br)c1)C1CCS(=O)(=O)C1 (stereo not drawn)	x	-1%	15%	x	-1%	-7%	13	x	x	4%	-0.6%
CC(C)(C)C1CCc2sc(C(=O)NNC(=O)CCl)cc2C1 (stereo not drawn)	-1%	3%	-4%	-1%	u	-7%	-1	3	-9%	-57%[inhibitor]	-0.3%
Cc1nn(C)c(C(=O)N/N=C/c2ccc(-c3ccccc3)cc2)c1Cl	-3%	-1%	1%	1%	6%	-2%	1	x	x	u	0.1%
CC(C)(CN=C1NS(=O)(=O)c2ccccc21)CNC(=O)c1ccccc1	-4%	-1%	2%	3%	u	0%	-5	-1	2%	6%	0.3%
NC(=O)N/N=C/c1ccc(-c2ccc(S(=O)(=O)Nc3ncccn3)cc2)o1	x	27%	19%	x	0%	-1%	-5	x	x	9%	-0.8%
CCOc1ccc2c(c1)C(=O)c1cc(OCC(=O)O)ccc1-2	0%	10%	0%	-3%	u	1%	-20	-12	x	-8%	0.8%
CCOC(=O)c1cnn(-c2ccccc2)c1-n1cccc1C(=O)C(=O)N(C)C	16%	2%	-2%	-2%	0%	1%	-18	4	-10%	15%	0.0%
N#CC1=C(N)OC2=C(C(=O)CC(c3ccco3)C2)C1c1ccc(OCc2c(F)cccc2Cl)cc1 (stereo not drawn)	0%	-4%	1%	17%	21%	-2%	-8	x	x	-44%	0.0%

Screening data as filed in PubChem.
